# Assay outcomes deposited in PubChem BioAssay by several laboratories.
# PolyA inhibitor – yeast polyadenylation inhibition. AID 1875. calls only at 12 µM. hit rate 0.02% among 300,000. S. cerevisiae SKY197-pL101 polyadenylation reporter, beta-gal luminescence; efflux-impaired pdr1/pdr3 knockout yeast; score 100 = 6 SD above DMSO;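 active means lowest replicate activity score at least 50, where 100 means six control SD above control mean; inconclusive means lowest score under 50 but half or more replicates reach 50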;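 further: yeast exposed to compound for 9 h at 30 °C; higher score means more reporter readthrough which indicates perturbed polyadenylation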
# HSF-1 act – increases HSF-1 driven luciferase reporter signal; hit rate 1.7% among 300,000; NIH3T3-HGL HSF-1 luciferase reporter, MG132, 8 h; 100% = twice DMSO control signal; activation, % at 9 µM;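 active means mean replicate activation of at least 50% with a set share of replicates each reaching 50%; inconclusive means only one of those two conditions met; inactive means mean below 50% and too few replicates reaching it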;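 further: 0% = median of the neutral control wells and 100% = twice that signal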
# AI-2 QS mod – modulates the Vibrio harveyi AI-2 quorum sensing system. Vibrio harveyi JMH597 AI-2 luminescence/OD600 ratio, 9 h; active compounds read low; strain lacks LuxN and CqsS sensors; 0 = neutral-control median. hit rate 0.4% among 300,000. AID 2094. activity change, % at 7.5 µM; in the data active means activity change below about -75%, passing the limit was not always enough; inconclusive means no clear call, values can overlap the other calls;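 further: luminescence divided by OD600 gain over 9 h not by final OD600 alone; inactives centre near 13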
# GSK3A inh – inhibitors of human GSK-3 alpha kinase | ADP-Glo luminescence, 60 min | AID 2650 | hit rate 0.1% among 320,000 | inhibition, % at 10 µM;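 in the data active means inhibition above about 50%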;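 further: GST-tagged GSK-3 alpha with peptide substrate and 25 µM ATP; 0% = DMSO neutral wells and 100% = GW8510 positive control wells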
# Target sequence (P49840 whole entry, looked up): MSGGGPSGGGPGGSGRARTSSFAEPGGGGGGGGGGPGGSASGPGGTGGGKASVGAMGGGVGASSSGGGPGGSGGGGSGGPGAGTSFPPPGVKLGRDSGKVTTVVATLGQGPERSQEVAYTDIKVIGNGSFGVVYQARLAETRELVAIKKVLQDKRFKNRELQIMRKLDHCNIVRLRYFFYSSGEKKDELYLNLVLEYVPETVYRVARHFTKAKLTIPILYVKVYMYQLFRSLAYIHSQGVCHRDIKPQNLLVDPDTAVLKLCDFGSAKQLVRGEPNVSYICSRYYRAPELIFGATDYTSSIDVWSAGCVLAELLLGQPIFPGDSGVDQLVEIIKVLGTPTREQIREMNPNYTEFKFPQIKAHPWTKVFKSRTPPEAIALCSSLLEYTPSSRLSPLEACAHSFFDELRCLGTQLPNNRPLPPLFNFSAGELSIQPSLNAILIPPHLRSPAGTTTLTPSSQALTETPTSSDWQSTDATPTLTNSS
# HSF1 inh – HSF1 inhibition; NIH3T3-HGL HSE-luciferase, MG132-induced, luminescence 8 h; active compounds read low; activity change, negative = inhibition, % at 7.5 µM (by protocol); hit rate 0.77% among 300,000; AID 2098;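 active means more than half of replicate wells show activity change below -50%, luminescence cut by over half; inconclusive means some wells, but at most half, below -50%; inactive means no replicate well below -50%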;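 further: luciferase reports HSF-1 transcriptional activity via heat shock element; 0% = median of DMSO wells and -100% = zero luminescence signal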
# HSP90 inh – inhibitors of HSP90 luciferase refolding in rabbit reticulocyte lysate | inhibition, % at 5.6 µM | AID 1789 | hit rate 0.91% among 290,000 | luciferase refolding luminescence, 3 h;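 active means inhibition above the screen-wide mean plus 3 SD, computed separately per campaign, cut at about 16% in these data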;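 further: 0% = DMSO wells and 100% = 60 µM geldanamycin wells; inhibitors lower the luminescence because luciferase stays unfolded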
# aSyn 5UTR inh – 5' untranslated region of α-synuclein, MLPCN primary screen | hit rate 0.82% among 300,000 | alpha-synuclein 5'UTR reporter, inhibitor activity | inhibition, % (tested at 7.5 µM); in the data active means inhibition above about 60%; inconclusive means no clear call, values can overlap the other calls;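 further: H4 neuroglioblastoma cells stably carrying SNCA 5'UTR luciferase fusion; 0% = DMSO wells and 100% = positive control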
# KLF5 inhibitor – kruppel-like factor 5 inhibition; DLD-1 KLF5 promoter-luciferase reporter, luminescence; inhibition, % at 5 µM; hit rate 0.23% among 290,000;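 active means inhibition above a per-plate limit of that plate's mean compound inhibition plus 3 SD, cut at about 60% in these data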;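 further: 0% = DMSO wells and 100% = LY294002 at 200 µM; higher means less KLF5 promoter-driven luciferase light; inactives centre near -14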
# IEC-6 tox – IEC-6 cytotoxicity, counter-screen for KLF5 inhibitors; luminescence viability; inhibition, % at 5 µM; hit rate 0.78% among 290,000; in the data active means inhibition above about 22%;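 further: 0% = plate median of test compound wells and 100% = cytotoxic reference compound wells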
# GSK3beta inhib – human GSK3beta kinase inhibition | activity score (negative = inhibition), % at 10 µM | GST-GSK3beta kinase, ADP-Glo luminescence, 60 min; active compounds read low | P49841 | hit rate 0.038% among 300,000;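 active means more than half of replicate wells score below -50%, meaning over 50% inhibition versus plate controls; inconclusive means some replicates but at most half score below -50%; inactive means no replicate scores below -50%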;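 further: 0% = median DMSO wells and -100% = median GW8510 positive control wells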
# Target sequence (P49841 whole entry, looked up): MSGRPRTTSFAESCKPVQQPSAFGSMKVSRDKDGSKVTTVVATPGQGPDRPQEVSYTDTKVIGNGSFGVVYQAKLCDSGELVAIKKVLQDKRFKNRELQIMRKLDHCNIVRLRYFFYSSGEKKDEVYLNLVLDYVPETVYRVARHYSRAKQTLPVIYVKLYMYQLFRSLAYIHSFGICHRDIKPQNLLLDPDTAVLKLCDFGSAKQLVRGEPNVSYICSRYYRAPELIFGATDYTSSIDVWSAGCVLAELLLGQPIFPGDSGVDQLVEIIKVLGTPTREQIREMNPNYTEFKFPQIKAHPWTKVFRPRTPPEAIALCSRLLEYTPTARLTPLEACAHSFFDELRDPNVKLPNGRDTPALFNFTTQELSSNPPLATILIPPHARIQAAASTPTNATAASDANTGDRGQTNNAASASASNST
#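 Assay system: GST-fused GSK3beta enzyme, cell-free / Medium: Tris pH 7.5 buffer with MgCl2, DTT, BSA, heparin / Also added: peptide substrate plus 25 µM ATP (final) / Compound: 10 µM single point / Timing: kinase reaction with compound 60 min at room temperature / Detection: ADP-Glo luminescence / Benchmarks: DMSO neutral wells and GW8510 at 20 µM as positive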
# Active calls of the source: *; i = inactive; ? = inconclusive; . = not tested or not shown. Not all compounds are listed; the hit share may differ from the screen's.
canonical_smiles,PolyA inhibitor,HSF-1 act,AI-2 QS mod,GSK3A inh,HSF1 inh,HSP90 inh,aSyn 5UTR inh,KLF5 inhibitor,IEC-6 tox,GSK3beta inhib
CCOC(=O)C1C2C=CC3(CN(c4ccccc4CC)C(=O)C13)O2 (stereo unspecified),i,-4,-3,0,-2,1,3,-3,-3,0
CCOc1nc(NCCc2ccc(OC)c(OC)c2)nc(N2CCN(c3ccc(OC)cc3)CC2)n1,i,-4,18,2,-1,0,-5,-11,-5,3
CCN(C(=O)COC(=O)c1ccc(OC)c(S(=O)(=O)N(C)Cc2ccccc2)c1)C1CCS(=O)(=O)C1 (stereo unspecified),i,9,0,-1,-5,.,3,.,.,0
FC(F)(F)c1cccc(N2CCN(C(=S)NCC3CCCO3)CC2)c1 (stereo unspecified),i,-22,8,-29,-4,3,-6,-16,2,3
Fc1cccc(C2NN=C(c3ccccc3)S2)c1 (stereo unspecified),i,61*,-1,-6,25,8,-50,-88,10,-1
COCCCNC(=O)C1CC(=O)N(CCc2ccc(OC)c(OC)c2)C1 (stereo unspecified),i,-1,19,-2,-3,2,6,4,14,3
[O-][n+]1c2ccccc2[n+]([O-])c2cc(O)ccc21,i,8,-2,3,-7,-2,14,-39,-6,-8
CCCCn1c(SCC(=O)NCc2ccc(OC)c(C(=O)O)c2)nc2cc(S(N)(=O)=O)ccc21,i,-13,20,-3,2,-6,11,-21,-11,3
O=C(CNC(=O)c1ccc2c(c1)OCCO2)N/N=C/c1cccc(Br)c1,i,-6,6,.,5,4,2,2,3,4
CC(C(=O)NCc1ccccc1Cl)N1C(=O)c2ccccc2C1=O (stereo unspecified),i,17,-5,-1,-2,1,-8,12,-2,1
Cc1ccc(NC(=O)COC(=O)c2cc(Cl)ccc2[N+](=O)[O-])c(C)c1,i,1,41,-1,-8,0,4,-23,1,1
CCCN1C(=O)/C(=C/c2ccncc2)SC1=S,i,-6,10,-3,-7,-2,-49,-8,4,3
CCOc1c([N+](=O)[O-])cc2c(C)c(C(=O)N3CCN(C)CC3)oc2c1OCC,i,-18,8,-1,-3,2,-4,5,2,-2
CC(C)C(=O)NC(c1ccc([N+](=O)[O-])cc1)c1c(O)ccc2ccccc12 (stereo unspecified),i,31,-3,0,1,-1,24,-13,1,5
Cn1cnnc1SC1CCCCC1NS(=O)(=O)c1ccc(Cl)cc1 (stereo unspecified),i,-3,9,-3,-6,-2,9,8,3,2
O=C(CSc1nnnn1C1CCCCC1)Nc1ccc2c(c1)OCO2,i,4,13,-1,-4,2,-12,-19,1,1

# Taken from above:
# `Fc1cccc(C2NN=C(c3ccccc3)S2)c1` (stereo unspecified) in HSP90 inh = 8
# `Cn1cnnc1SC1CCCCC1NS(=O)(=O)c1ccc(Cl)cc1` (stereo unspecified) in GSK3beta inhib = 2
# `Cc1ccc(NC(=O)COC(=O)c2cc(Cl)ccc2[N+](=O)[O-])c(C)c1` in IEC-6 tox = 1
# `CC(C)C(=O)NC(c1ccc([N+](=O)[O-])cc1)c1c(O)ccc2ccccc12` (stereo unspecified) in HSF1 inh = 1
# `COCCCNC(=O)C1CC(=O)N(CCc2ccc(OC)c(OC)c2)C1` (stereo unspecified) in IEC-6 tox = 14
# `CC(C(=O)NCc1ccccc1Cl)N1C(=O)c2ccccc2C1=O` (stereo unspecified) in GSK3A inh = -1

# With a hit mark in HSF-1 act, among the entries above:
SMILES | PolyA inhibitor | HSF-1 act | AI-2 QS mod | GSK3A inh | HSF1 inh | HSP90 inh | aSyn 5UTR inh | KLF5 inhibitor | GSK3beta inhib
Fc1cccc(C2NN=C(c3ccccc3)S2)c1 (stereo unspecified) | i | 61* | -1 | -6 | 25 | 8 | -50 | -88 | -1

# Later entries:
canonical_smiles,PolyA inhibitor,HSF-1 act,AI-2 QS mod,GSK3A inh,HSF1 inh,HSP90 inh,aSyn 5UTR inh,KLF5 inhibitor,IEC-6 tox,GSK3beta inhib
Cc1ccc(-c2cc(C(=O)N3CCCC3)no2)cc1,i,-26,15,-2,-28,20*,?,-114,0,0
CCN1C(=O)/C(=C/C=C2/CCCN2C)OC1=S,i,-19,14,-1,-3,-3,-152,-95,-9,0
Cc1cc(-c2nnc(CCC(=O)NCc3ccc(OC(F)(F)F)cc3)o2)no1,i,16,10,-1,0,-3,19,-3,10,1
O=C(COc1ccccc1)NC1CCS(=O)(=O)C1 (stereo unspecified),i,1,12,-2,-4,2,-13,6,-4,1
CCC(C)NC(=O)C1=CCN(S(=O)(=O)c2ccc(C)cc2)CC1 (stereo unspecified),i,3,23,-3,0,0,-18,-25,-4,1
CCOC(=O)N1CCN(c2c(NCCc3ccc(OCC)c(OCC)c3)c(=O)c2=O)CC1,i,12,31,0,-5,3,13,6,6,1
Cc1nc(N2CCOCC2)nc2c1CCC2,i,-6,34,-1,-3,-2,-46,-24,0,1
COC(=O)c1cccn(CC(=O)c2ccc(Cl)cc2Cl)c1=O,i,6,17,-2,-2,1,-4,-24,-4,-5
O=C(CN1C(=O)C2C3C=CC(C4CC34)C2C1=O)NCc1ccco1 (stereo unspecified),i,-12,9,0,6,-2,10,-14,-8,2
CSc1nccc(Oc2ccc(C#N)cc2)n1,i,3,-1,.,3,1,4,-24,-1,1
Cn1cc(Cl)c(C(=O)NC(=S)Nc2sc3c(c2C#N)CCCCC3)n1,i,-6,15,1,-11,0,-30,0,3,-1
COC(=O)CN1C(=O)c2cccc3cccc1c23,i,4,28,0,-4,-3,1,-39,-1,3
O=C1CCSc2ccc(Cl)cc2N1Cc1ccccc1,i,3,3,-3,15,-1,8,-5,0,-1
CCc1ccc(C2NC(=S)NC3=C2C(=O)N(c2ccccc2OC)C(c2ccc(CC)cc2)N3)cc1 (stereo unspecified),i,-6,23,-2,-2,10,-21,-15,4,-3
COc1ccccc1NC(=O)CCSc1ccc(C)cc1,i,-2,21,0,0,1,3,-18,2,2
Cc1ccc(NC(=O)CN(c2ccc(Cl)cc2)S(=O)(=O)c2cc([N+](=O)[O-])ccc2Cl)c(C)c1,i,27,-1,2,13,-1,-11,-13,-1,-3
CCCCN(Cc1ccco1)S(=O)(=O)c1csc(C(N)=O)c1,i,9,14,1,-8,-1,28,0,1,-2
CCOc1cc(/C=N/NC(=O)CNc2ccc(C)cc2)ccc1OC(=O)c1ccccc1,i,-7,122,-2,-7,0,-47,1,1,0
Cc1ccc(NS(=O)(=O)c2cccc(C(=O)Nc3cc(C)on3)c2)cc1,.,-8,19,0,-7,-1,8,-21,1,1
COc1ccc(CNC(=O)C(C)c2ccc([N+](=O)[O-])cc2)cc1 (stereo unspecified),i,19,25,5,-5,-2,13,6,-2,-2
CCN(CC)C(=O)CSc1nc2ccccc2c(=O)n1CCC(=O)NCc1ccc(F)cc1,i,18,15,.,14,-1,4,-28,-3,1
COc1ccc(CCNc2nc3ccccc3n3nnnc23)cc1OC,i,6,18,-2,0,-1,-106,-15,6,0
Cc1ccc(C2OC34CCCCCC3C(C#N)(C(=N)O4)C2(C#N)C#N)cc1 (stereo unspecified),i,7,35,4,-2,-8,-3,-9,10,-4
CCOC(=O)C(C)Sc1ccc2nnc(-c3ccc(F)cc3)n2n1 (stereo unspecified),.,10,6,-1,2,5,12,3,3,3

# An excerpt of these results, with each value named:
Cc1ccc(NS(=O)(=O)c2cccc(C(=O)Nc3cc(C)on3)c2)cc1
  PolyA inhibitor = .	HSF-1 act = -8	AI-2 QS mod = 19	GSK3A inh = 0	HSF1 inh = -7	HSP90 inh = -1	aSyn 5UTR inh = 8	KLF5 inhibitor = -21	IEC-6 tox = 1	GSK3beta inhib = 1

COc1ccc(CNC(=O)C(C)c2ccc([N+](=O)[O-])cc2)cc1 (stereo unspecified)
  PolyA inhibitor = i	HSF-1 act = 19	AI-2 QS mod = 25	GSK3A inh = 5	HSF1 inh = -5	HSP90 inh = -2	aSyn 5UTR inh = 13	KLF5 inhibitor = 6	IEC-6 tox = -2	GSK3beta inhib = -2

# Next section.
canonical_smiles,PolyA inhibitor,HSF-1 act,AI-2 QS mod,GSK3A inh,HSF1 inh,HSP90 inh,aSyn 5UTR inh,KLF5 inhibitor,IEC-6 tox,GSK3beta inhib
COc1cc(CNCC(C)C)cc(Br)c1OCC(=O)Nc1ccccc1,i,19,10,2,0,1,15,-31,1,3
CCCCCCNc1nc(-c2ccc(OC)cc2)c(CCC(=O)O)s1,i,3,0,-3,2,-1,11,-8,1,2
CN(C)CCCN(Cc1ccccc1)C(=S)Nc1ccc(OC(F)F)cc1,i,-6,27,-2,0,-3,3,-11,-2,1
Cc1cccc(NC(=O)CSc2nc(C)c(CC(=O)c3ccc(Br)cc3)c(C)c2C#N)c1C,i,-16,26,8,-9,1,?,-25,-1,4
